Source: PubChem BioAssay (National Center for Advancing Translational Sciences (NCATS))
GLP-1R agonist – GLP-1 receptor (human) agonism; HEK293 GLP-1R CRE-luciferase, luminescence, 4-6 h; cells express a hypersensitive GLP-1R form; Potency, µM (series often up to 45.6 µM), for inactives: top-dose activation, usual class: activators; AID 624172; hit rate 0.007% among 380,000; P43220; also: potency is read from the fitted curve at half-maximal effect; % of control where 0% means no effect
IL2 activator – activates IL-2 in a cell-based reporter assay; hit rate 0.065% among 360,000; IL-2 activation reporter assay, cell-based qHTS; stimulated with anti-CD3/CD4/CD28 beads; in transgenic mouse T cells; AID 652025; activation, % (series mostly up to about 46 µM); in the data active = activation above about 50%; inconclusive = mostly about 30% to 49%; also: 0% is about no effect
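Screening format: compound pinned onto unstimulated transgenic mouse T cells, 60 min incubation, then anti-CD3/anti-CD4/anti-CD28 bead stimulation for 18 hours at 37 degrees C, followed by EGFP and DsRed detection.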
D3 antag – blocks the human D3 dopamine receptor. hit rate 2.5% among 360,000. AID 652054. P35462. D3R cells, DiscoveRx beta-arrestin luminescence, antagonist mode; active compounds read low. max response, negative = inhibition, %; in the data active = max response below about -50%; inconclusive = no clear call, values can overlap the other calls; also: % is scaled to controls: 0 for no effect and ±100 for the full control effect; mostly tested at two doses, the higher about 12 µM
Target sequence (P35462 whole entry, looked up): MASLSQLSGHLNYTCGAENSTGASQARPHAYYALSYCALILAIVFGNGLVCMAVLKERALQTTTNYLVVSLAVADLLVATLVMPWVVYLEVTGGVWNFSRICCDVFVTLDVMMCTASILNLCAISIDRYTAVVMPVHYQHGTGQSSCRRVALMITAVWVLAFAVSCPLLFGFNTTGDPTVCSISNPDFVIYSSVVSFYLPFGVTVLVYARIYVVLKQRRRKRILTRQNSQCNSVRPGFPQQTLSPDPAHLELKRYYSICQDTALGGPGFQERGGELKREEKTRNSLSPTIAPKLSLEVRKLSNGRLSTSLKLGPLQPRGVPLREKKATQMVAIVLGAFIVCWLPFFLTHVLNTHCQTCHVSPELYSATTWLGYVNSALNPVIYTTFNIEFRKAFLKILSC
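Cells expressing the human receptor were seeded at 1500 cells/well, incubated overnight at 37 degrees C in 5% CO2, then exposed to library compounds with dopamine controls for 90 minutes at 37 degrees C before luminescent detection.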
GLP1R inv ag – inverse agonists of human GLP-1 receptor; HEK293 GLP-1R CRE-luciferase, luminescence, 24 h; GLP-1R form is constitutively active; Potency, µM (top dose mostly 38.3 µM), inactives show top-dose activity change, negative = inhibition, hits mostly inhibitors; AID 624417; P43220; hit rate 1.6% among 410,000; also: potency is read from the fitted curve at half-maximal effect; % is scaled to controls: 0 for no effect and ±100 for the full control effect; nearly all actives have a fitted effect of over 55% in size
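Seeding at 200 cells/uL, 12 h culture, 24 hr compound treatment, then luciferase reagent and a luminescence read; cells are HEK293 stably expressing a constitutively active GLP-1R plus cAMP-responsive luciferase.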
GLP1R cytotox – cytotoxicity counter-screen for GLP-1 receptor inverse agonists | HEK293 cAMP-luciferase reporter cells, luminescence, 24 h | Potency, µM (highest dose often 38.3 µM), inactives show at the highest dose activity change, negative = inhibition, actives largely listed as inhibitors | hit rate 0.13% among 410,000;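 also: loss of luciferase light is scored as toxicity; potency is read from the fitted curve at half-maximal effect; % is scaled to controls: 0 for no effect and ±100 for the full control effect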
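Luminescence readout: signal drop marks cytotoxicity. Plated cells grew 12 h at 37 °C, 5% CO2, received 23 nL compound for 24 h, then got luciferase reagent, read after 12 min at RT.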
PLK1 PBD inh – blocks phosphopeptide binding to human PLK1 polo-box domain. P53350. Plk1 PBD binding of FITC phosphopeptide, fluorescence polarization. Potency, µM, without a hit: max response, negative = inhibition, actives largely listed as inhibitors. hit rate 2.8% among 360,000. AID 720504; also: potency is read from the fitted curve at half-maximal effect; series mostly up to about 57 µM; % is scaled to controls: 0 for no effect and ±100 for the full control effect; nearly all actives have a fitted effect of over 65% in size
WRN inhibitor – blocks human WRN helicase; Q14191; WRN helicase unwinding, fluorescent forked duplex, kinetic; Potency, µM (series often up to 114 µM), without a hit: at the highest dose activity change, negative = inhibition, hits mostly inhibitors; hit rate 0.46% among 360,000; AID 651768; also: potency is read from the fitted curve at half-maximal effect; % is scaled to controls: 0 for no effect and ±100 for the full control effect; nearly all actives have a fitted effect of over 55% in size
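WRN at 20 nM final preincubated with compound 15 min at room temperature; reaction started with 100 nM fluorophore/quencher forked duplex oligonucleotide and 2 mM ATP final. Unwinding followed kinetically by red fluorescence (ex 525, em 598 nm).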
PI5P4K alpha inh – blocks human PI5P4K alpha kinase activity; max response, %; PI5P4Kalpha enzyme, ADP-Glo luminescence, 60 min; active compounds read low; hit rate 1.2% among 330,000; P48426; active = max response of -50% or lower; inconclusive = between -30% and -50%; inactive = -30% or higher; also: value at the top dose of about 77 µM; % is scaled to controls: 0 for no effect and ±100 for the full control effect
Target sequence (P48426 whole entry, looked up): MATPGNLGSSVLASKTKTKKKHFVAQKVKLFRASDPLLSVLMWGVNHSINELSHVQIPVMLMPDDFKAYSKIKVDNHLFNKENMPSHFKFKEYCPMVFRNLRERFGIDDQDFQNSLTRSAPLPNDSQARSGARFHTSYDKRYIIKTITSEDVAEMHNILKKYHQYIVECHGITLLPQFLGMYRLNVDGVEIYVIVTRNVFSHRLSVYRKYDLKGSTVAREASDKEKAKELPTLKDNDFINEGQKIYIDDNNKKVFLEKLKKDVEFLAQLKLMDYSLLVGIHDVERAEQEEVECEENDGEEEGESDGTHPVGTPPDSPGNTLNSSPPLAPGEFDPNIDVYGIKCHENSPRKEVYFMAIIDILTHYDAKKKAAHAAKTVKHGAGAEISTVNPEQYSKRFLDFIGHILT
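Luminescence from ADP-Glo served as readout of PI5P4Kalpha activity in a qHTS format. Reaction: enzyme, substrate, compound, ATP at 5 microM final, 60 min at RT.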
DRD3 agonist – agonists of human D3 dopamine receptor | P35462 | D3R DiscoveRx beta-arrestin cells, luminescence, 90 min | max activation, % | hit rate 0.58% among 410,000 | AID 652048; in the data active = max activation above about 30%; also: 0% is about no effect; mostly tested at two doses, the higher about 12 µM
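Agonist mode: compounds and dopamine controls were applied to plated cells for 90 min at 37 degrees C after an overnight attachment at 1500 cells/well. Luminescent read-out followed 30 - 60 minutes at room temperature with DiscoveRx detection reagent.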
* hit, by the source's call; ? = inconclusive; . = not tested or not shown; & = joins results of further samples; [ ] = remark or other dose. Unless noted, calls follow the shape of the dose curve; as a rule, active = well fitted curve in the direction sought with a large enough effect; inconclusive = small, poorly fitted or top-dose-only effect, or another doubt; inactive = no such curve, though single readings can be large; an effect the other way counts as inactive or inconclusive.

SMILES	GLP-1R agonist	IL2 activator	D3 antag	GLP1R inv ag	GLP1R cytotox	PLK1 PBD inh	WRN inhibitor	PI5P4K alpha inh	DRD3 agonist
O=S(=O)(Nc1ccc2c(c1)OCCO2)c1cccs1	-1.2%	-0.9	-13.5	-13.3%	8.5%	-0.2%	-7.9%	.	0.0
CCCCNc1nnc(CCn2nc(C)c(Br)c2C)s1	11.0%	-1.3	-4.4	9.8%	63.1%[activator]	-7.7%	-1.3%	1.0	0.5
Cc1ccc(CN2C(=O)N/C(=C/c3cc(C)n(-c4ccccn4)c3C)C2=O)cc1	-1.7%	-3.0	-6.8	0.0%	-10.4%	-7.3%	-5.5%	-8.3	11.6
CC(C)(C)OC(=O)NCCCC[C@H](NC(=O)c1[nH]cnc1C(=O)N[C@@H](Cc1ccccc1)C(=O)OCc1ccccc1)C(=O)OC(C)(C)C	-3.0%	-3.1	11.0	-2.3%	4.8%	-10.1%	-10.1%	4.4	-2.1
O=C1N(CN2CCC3(CC2)OCCO3)c2ccccc2C12OCCCO2	-2.2%	-1.8	-12.6	7.8%	-13.8%	-5.7%	1.2%	.	13.5
NNC(=O)c1sc2cc(C(F)(F)F)cnc2c1-c1cccnc1	6.4%	-3.2	-11.0	6.5%	4.3%	-16.5%	0.8%	8.3	-11.0
Cc1cc(N/N=C/c2ccc(O)cc2)c2cccc(C)c2n1	-0.6%	-0.8	-72.4*	?	?	1.1%	44.7µM*	-15.4	-8.0
O=C(COCc1cc(-c2ccc3c(c2)OCO3)on1)N1CCN(c2ccc(F)cc2)CC1	-4.0%	-2.0	-9.3	-5.2%	1.1%	-13.2%	0.3%	-8.0	4.1
COc1ccc(OCCSc2ncccn2)cc1	1.9%	-1.4	-16.6	0.0%	1.1%	-6.3%	13.5%	.	-3.2
CCc1ccc(-c2cc(C)no2)cc1S(=O)(=O)NCc1ccc(OC)c(OC)c1	1.1%	-1.0	0.2	-12.7%	-3.0%	-8.4%	-4.8%	3.2	-3.2
O=C(NCCN1CCC(n2c(=O)[nH]c3ccccc32)CC1)c1ccc(F)c(F)c1	-1.3%	-0.3	-93.2*	-23.8%	-4.8%	-2.1%	-0.1%	-2.7	-12.0
Cn1ncc(Br)c1C(=O)NC(=S)N1CCN(c2ccccn2)CC1	3.1%	-0.2	6.1	5.8%	3.3%	-0.1%	5.9%	2.8	6.3
Oc1cccc(-c2nc3ncccn3c2Nc2cccc(C(F)(F)F)c2)c1	-0.3%	.	.	?	-5.2%	.	.	.	0.0
COc1ccccc1C(c1nnnn1C(C)(C)C)N1CCCCCC1 (stereo not given)	0.4%	-1.8	-14.8	-30.8%	1.1%	-23.4%	-0.9%	.	-3.5
COc1ccccc1N(C)S(=O)(=O)c1ccc(C(=O)OCC(=O)Nc2ccccc2F)cc1	0.2%	-3.1	-20.3	-38.0%	-15.4%	-0.2%	-9.4%	4.4	-8.8
Cc1cc2c3c([nH]c2cc1S(=O)(=O)N1CCC2(CC1)OCCO2)CC(C)(C)CC3=O	8.8%	0.4	-5.4	?	8.6%	-11.1%	-0.7%	4.1	2.0
O=C(CN1CCN(c2ccccn2)CC1)Nc1ccc(Cl)c(C(F)(F)F)c1	13.6%	0.7	-66.1*	0.7%	3.9%	-8.6%	-7.2%	25.4	2.8
COc1ccc(C)cc1NC(=O)C(OC(=O)CNC(=O)c1ccc(Oc2ccccc2)cc1)c1ccccc1 (stereo not given)	-1.9%	-0.2	17.3	-17.9%	2.7%	1.1%	-3.2%	0.9	-1.8
NS(=O)(=O)c1ccc(N/C=C\C(=O)c2ccc(F)cc2)cc1	0.9%	-0.9	-20.6	30.4%[activator][7.66 µM]	1.3%[7.66 µM]	-5.7%	8.7%	0.3	-5.7
Cc1noc(C)c1CSc1ncnc2sc(C)c(C)c12	1.2%	-0.3	22.0	33.5%[activator]	-5.9%	-4.8%	2.7%	2.2	1.0
CCC(=O)Nc1nnc2n1CCS2	3.8%	.	.	6.2%	0.2%	.	.	.	2.2
N=c1n(CCN2CCCCC2)c2ccccc2n1CC(=O)c1cccc([N+](=O)[O-])c1	10.7%	-1.1	-19.3	-21.1%	-5.8%	0.7%	-3.8%	1.7	-24.6
CCN(CC)C(=O)Cc1c(OC)ccc2cc(Br)ccc12	-3.2%	0.8	-22.7	?	0.1%	1.4%	5.3%	1.6	-5.6
O=C(/C(=C/O)N=Nc1ccccc1Cl)c1ccccc1	6.7%	-0.2	8.8	?	?	-4.5%	-1.1%[57.1 µM]	12.4	5.4
O=C1CCCC2=C1C(c1ccco1)Nc1ccc3ccccc3c12 (stereo not given)	6.4%	-4.1	-0.4	30.0%	-10.5%	23.8µM*	17.8µM*	-64.4*	-3.3
O=C(N/N=C/c1sc(N2CCOCC2)nc1-c1ccccc1)c1cccc(S(=O)(=O)N2CCCC2)c1	8.0%	-0.9	-6.1	12.4%	69.7%[activator]	-14.6%	4.1%	1.5	1.3
CCOc1ccc(CNCCN2CCCC2)cc1	15.3%	-4.1	-11.3	?	-3.5%	4.0%	11.2%	-5.6	-24.2
CC(C)(C)NC(=O)CSc1nnc(-c2ccccn2)n1Cc1ccccc1	15.7%	0.0	-0.9	?	8.3%	-3.4%	-4.0%	10.1	3.2
Cc1ccc(S(=O)(=O)N2CCC(C(=O)Nc3nnc(-c4ccco4)s3)CC2)cc1	4.8%	0.5	3.7	-11.0%	0.1%	-7.1%	-11.3%[57.1 µM]	.	1.2
COC(=O)c1cc(S(=O)(=O)N2CCN(c3cccc(C)c3)C(C)C2)c[nH]1 (stereo not given)	10.3%	-3.0	5.3	13.6%&5.2%	-1.3%&-1.0%	1.7%	7.9%	-1.0	-2.7&-14.7
COc1ccccc1OCCSc1nc2ccccc2n1CCO	13.4%	-1.0	-1.3	22.2%	0.5%	1.4%	-21.0%	2.7	-0.3
CC(NC(=S)Nc1ccc(Cl)cc1Cl)C(c1cccs1)N1CCCC1 (stereo not given)	-13.3%	2.5	0.0	-2.7%	?	-6.2%	-9.7%	1.7	-20.9
O=C(NCCn1c(-c2ccncc2)nc2ccccc21)[C@H]1CCCN1c1nc(CN2CCCCC2)cs1	-3.3%	3.1	-15.7	14.9%	-9.4%	-2.1%	-6.1%	5.3	-17.9
Cc1ccc(SCC(=O)Nc2nccs2)cc1	0.6%	0.5	2.6	27.5%[7.66 µM]	0.4%[7.66 µM]	-2.3%	0.3%	-6.8	-0.5
CN(Cc1nc(-c2cccnc2)no1)S(=O)(=O)c1ccc2ccccc2c1	14.0%	-0.3	-10.1	-23.9%	-20.6%	-4.7%	-0.6%	.	3.1
O=C(Nc1ccc2c(c1)OCCO2)N1CCN(Cc2ccccc2)CC1	5.3%	1.6	-6.2	-29.6%	-2.8%	-3.3%	2.5%	5.7	-3.8
COc1ccc(NC(=O)c2ccc(COc3ccccc3Br)o2)cc1OC	-28.6%	1.6	37.5	?	-11.6%	-2.8%	-22.8%	11.1	6.9
CC(C)CNC(=S)N(CCCO)Cc1cc2cc3c(cc2[nH]c1=O)OCO3	1.8%	0.3	2.3	77.4%[activator]	6.5%	-5.6%	2.4%	1.5	2.6
COC(=O)[C@H]1C[C@H](OC(=O)NCC2CCCCC2)[C@@]2(O)CN(S(=O)(=O)c3ccc(C)cc3)CC2[C@H]1C(=O)OC (stereo not given in full)	7.9%	-1.7	15.2	-18.0%	0.5%	-17.4%	-2.5%	5.8	5.1
COc1ccc(CNC(=O)c2cc(=O)c3cc(C)cc(C)c3o2)cc1	-0.9%	-3.3	12.7	-15.7%	-17.2%	-5.6%	1.6%	1.4	6.9
O=C1N2CN(C(c3ccccc3)c3ccccc3)CN=C2SC1(CO)CO	-7.2%	-3.1	0.6	-22.7%	-1.2%	-6.6%	-5.1%	-1.3	-2.8
Cc1ccc(CNC(=O)C2CCC(=O)N2C2CCCCC2)cc1 (stereo not given)	5.5%	0.7	-4.5	3.0%	19.7%	-6.2%	-4.5%	.	-1.1
CCC(=O)Nc1nonc1-c1nc2ccccc2n1N(C(=O)CC)C(=O)CC	-9.2%	-3.0	0.0	?	-20.0%	-18.7%	-23.0%	-18.3	-4.0
CCN(NC(=O)C(O)(c1ccc(F)cc1)c1ccc(F)cc1)C(=O)c1ccccc1	-5.5%	-0.3	7.7	6.4%	-9.7%	-1.8%	-9.5%	3.6	0.9
CCOC(=O)c1nc(NCc2ccccc2)c2ccccc2n1	17.6%	0.2	4.6	8.1%	15.5%	?	-4.1%	8.5	6.9
COc1cccc(-c2cc(C(=O)Nc3ccccc3SC)no2)c1	6.4%	-4.5	-1.4	0.0%	-10.6%	-9.2%	1.4%	.	30.0
CCn1c(COc2cc(C)ccc2C(C)C)nnc1SCC(=O)Nc1nccs1	0.8%	1.4	-3.5	10.8%	2.6%	?	-10.3%	-0.3	-4.4
O=S(=O)(Nc1cccnc1)c1ccc(C2CCCCC2)cc1	4.4%	-0.1	20.6	16.0%	-4.0%	?	0.7%	0.1	-1.9
COC(=O)/C(=N/Nc1ccccc1Cl)Sc1nnc(C(O)c2ccccc2)n1-c1ccccc1 (stereo not given)	0.8%	-2.0	-14.8	-2.2%	8.1%	-8.7%	-29.1%[57.1 µM]	-1.8	-6.8
C/C(=N\O)c1ccc2c3ccccc3n(C)c2c1	16.9%	-1.1	?	-6.2%	0.4%	-4.2%	1.7%	.	-1.0
CCn1cnc2cc(NCc3ccncc3)ccc21	19.4%	-0.7	-16.0	7.5%	5.4%	2.1%	-5.1%	.	1.8
Cc1ccc(C(c2sc3nc(C)nn3c2O)N2CCN(c3ccccc3F)CC2)cc1 (stereo not given)	-7.2%	-1.8	-22.8	8.91µM*	-16.3%	-0.2%	-8.1%	-2.1	-0.4

Laid out differently: entries from further up.
Structure,GLP-1R agonist,IL2 activator,D3 antag,GLP1R inv ag,GLP1R cytotox,PLK1 PBD inh,WRN inhibitor,PI5P4K alpha inh,DRD3 agonist
Cn1ncc(Br)c1C(=O)NC(=S)N1CCN(c2ccccn2)CC1,3.1%,-0.2,6.1,5.8%,3.3%,-0.1%,5.9%,2.8,6.3
Oc1cccc(-c2nc3ncccn3c2Nc2cccc(C(F)(F)F)c2)c1,-0.3%,.,.,?,-5.2%,.,.,.,0.0

Hits appear at their usual frequency; about 7.8% have a hit in one of these screens.
